hcGAS lum = inhibitors of human cGAS; recombinant h-cGAS, ATP depletion, Kinase-Glo luminescence; inhibition, % at 12.5 µM; hit rate 0.081% among 290,000; AID 1259398; in the data active = inhibition above about 40%;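 note: 0% = vehicle reaction and 100% = reaction without DNA for no activity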
The depositor's hits bear a star. Only part of the results is shown (hit frequency here may not be typical).

entry	Compound	hcGAS lum
1	O=C(Cc1cccc(O)c1)N1C[C@@H](c2ccccc2)[C@@H]2[C@H]1C1CCN2CC1	-10
2	O=C(c1ccccc1)[C@H]1N[C@@H]1c1ccc(Br)cc1	-4
3	C(=C\c1ccccc1)/CN1CCC2(CCNCC2)C1	5
4	Clc1ccc(-c2ccc(CNC3CN4CCC3CC4)o2)c(Cl)c1 (stereo not given)	6
5	Cc1ccc(N2C(=O)c3cc(N(C)C)ccc3P2(=O)N2CCOCC2)cc1 (stereo not given)	-1
6	CSc1[nH]c2ccccc2c1CN1CCCCC1	-4
7	Cc1cnccc1NS(=O)(=O)c1ccc(C#N)c(Cl)c1	-5
8	O=C(O)c1cnc(N2CCC3(CCCNC3)C2)c(Cl)c1 (stereo not given)	-10
9	Cc1cc(C)c2[nH]c(=O)c(CN3CCC4(CCCNC4)C3)cc2c1 (stereo not given)	-5
10	CCOP(=O)(OCC)c1ccc2nc(C)sc2c1	0
11	CN1C[C@H](C(=O)N[C@]2(C)O[C@@]3(O)C4CCCN4C(=O)[C@H](Cc4ccccc4)N3C2=O)C=C2c3cccc4[nH]cc(c34)C[C@H]21 (stereo not given in full)	-6
12	O1[As]2O[As]3O[As]1O[As](O2)O3	4
13	Cc1cc(C(C)(C)C)cc(C)c1C[N+]12CCN(CC1)CC2	-16
14	Cc1ccc2nc(C)c3c(c2c1)OCN(CC1CCCO1)C3 (stereo not given)	-11

Of the compounds above, these contain a halogen.
entry	Compound	hcGAS lum
2	O=C(c1ccccc1)[C@H]1N[C@@H]1c1ccc(Br)cc1	-4
4	Clc1ccc(-c2ccc(CNC3CN4CCC3CC4)o2)c(Cl)c1 (stereo not given)	6
7	Cc1cnccc1NS(=O)(=O)c1ccc(C#N)c(Cl)c1	-5
8	O=C(O)c1cnc(N2CCC3(CCCNC3)C2)c(Cl)c1 (stereo not given)	-10

Reformatted with each value named: part of the list above
#11 CN1C[C@H](C(=O)N[C@]2(C)O[C@@]3(O)C4CCCN4C(=O)[C@H](Cc4ccccc4)N3C2=O)C=C2c3cccc4[nH]cc(c34)C[C@H]21 (stereo not given in full)
  hcGAS lum: -6
#13 Cc1cc(C(C)(C)C)cc(C)c1C[N+]12CCN(CC1)CC2
  hcGAS lum: -16
